# USP2a block – USP2a (human) protease inhibition; Potency, µM (top dose mostly 38.3 µM), inactives show top-dose activity change, negative = inhibition, hits mostly inhibitors; AID 463254; USP2 core, Ub-CHOP2 coupled fluorogenic reporter, 485/531; hit rate 0.01% among 330,000;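 further: potency means the concentration at half of the fitted maximal effect; plate controls were DMSO wells for no effect and full inhibition by NEM control for full effect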
#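 Deubiquitinase activity read as fluorescence (485/531 nm) after Ub-CHOP2 cleavage activates the enterokinase reporter on its substrate; USP2 core 10nM, Ub-CHOP2 and substrate 25nM each, 30min compound preincubation then 60min RT; data normalized to NEM, curves fitted.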
# TSHR antagonist – human thyrotropin receptor antagonism. P16473. TSHR-expressing cells, TSH-stimulated cAMP HTRF, 2 h; active compounds read low. activity change, negative = inhibition, % at 11.5 µM. hit rate 0.2% among 330,000. AID 504810;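 active means activity change below a set negative limit, meaning inhibition stronger than a set level, cut at about -70% in these data; inconclusive means activity change between two set negative limits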; further: on the % scale 0 is the no-effect control and ±100 the full control effect
#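 Read-out is FRET at 665 nm (cryptate excitation 337 nm) from a cryptate-tagged anti-cAMP antibody, competed by cell cAMP against cAMP-d2. Compounds are tested on freshly harvested TSHR cells challenged with 4nM TSH (EC80) for 2 hours at 37 deg C.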
# PTAP TSG101 blk – blocks PTAP/TSG101 interaction to inhibit HIV-1 budding; Fluorescence polarization, FITC-PTAP peptide / Tsg101 binding; 340,000 tested, under 10 active; AID 493005; Q99816; Potency, µM (series often up to 115 µM), for inactives: at the top dose activity change, negative = inhibition, usual class: inhibitors; active means well fitted inhibition curve with a large enough effect in the main read-out, with a control signal flat, not every such curve was filed as active; inconclusive means small, poorly fitted or top-dose-only effect, or effect the other way, or a change in a side signal; inactive means no such curve, though single readings can be large or run the other way; further: potency means the concentration at half of the fitted maximal effect; % of control where 0% means no effect
# Target sequence (Q99816 whole entry, looked up): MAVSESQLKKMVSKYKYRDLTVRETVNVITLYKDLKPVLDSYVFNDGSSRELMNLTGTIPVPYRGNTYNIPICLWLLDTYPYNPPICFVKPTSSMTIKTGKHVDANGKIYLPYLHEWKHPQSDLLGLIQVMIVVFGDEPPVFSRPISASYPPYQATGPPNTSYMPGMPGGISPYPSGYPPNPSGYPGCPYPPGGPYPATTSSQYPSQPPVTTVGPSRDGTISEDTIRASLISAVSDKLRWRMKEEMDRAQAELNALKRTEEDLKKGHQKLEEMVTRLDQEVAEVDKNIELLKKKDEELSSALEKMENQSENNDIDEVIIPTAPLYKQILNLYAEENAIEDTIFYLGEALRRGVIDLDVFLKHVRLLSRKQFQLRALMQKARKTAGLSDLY
#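 Compounds were pin-transferred onto Tsg101 binding domain (10 uM final) in HEPES pH 7.5 buffer, then FITC-PTAP peptide was added at 50 nM final. After 20 min at RT, polarization reported peptide displacement across a qHTS concentration series.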
# Eya2 inh – inhibitors of human Eya2 phosphatase activity. Potency, µM (series often up to 76.9 µM), without a hit: at the top dose activity, negative = inhibition, actives largely listed as inhibitors. hit rate 0.006% among 330,000. recombinant Eya2, OMFP fluorescence dephosphorylation (OMFP is methylfluorescein phosphate). O00167. AID 488837; further: potency means the concentration at half of the fitted maximal effect; on the % scale 0 is the no-effect control and ±100 the full control effect
#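 Eya2 protein (added as 0.2 uM solution) was preincubated with compound for 10 min at ambient temperature in 50 mM HEPES pH 7.5, 50 mM NaCl, 5 uM MgCl2, 0.05% BSA, 1 mM DTT. OMFP (added at 50 uM) then reacted 10 min; fluorescence read at 485/525 nm.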
# TCR activator – activators of T cell receptors; 330,000 tested, under 10 active; primary human leukocytes, anti-CD3, IL-2 HTRF, 48 h; Potency, µM (highest dose often 9.22 µM), inactives show top-dose activation of IL-2 secretion, actives largely listed as activators; further: % of control where 0% means no effect
#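 Readout: HTRF IL-2, Eu-cryptate/d2 antibody pair, 320nm excitation, 665nm emission. Stimulus: a-CD3 beads, no co-stimulation. Cells: primary human leukocytes. Exposure: 48 hr with compound.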
# Tb PFK block – inhibitors of T. brucei phosphofructokinase; O15648; T. brucei PFK, ADP-Glo luminescence; Potency, µM (highest dose often 57.5 µM), inactives show at the top dose activity, negative = inhibition, usual class: inhibitors; hit rate 0.17% among 330,000; AID 485367;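 further: potency means the concentration at half of the fitted maximal effect; 0% = uninhibited 1x PFK enzyme wells and -100% = no-enzyme wells; nearly all actives have a fitted effect of over 60% in size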
# Target sequence (O15648 whole entry, looked up): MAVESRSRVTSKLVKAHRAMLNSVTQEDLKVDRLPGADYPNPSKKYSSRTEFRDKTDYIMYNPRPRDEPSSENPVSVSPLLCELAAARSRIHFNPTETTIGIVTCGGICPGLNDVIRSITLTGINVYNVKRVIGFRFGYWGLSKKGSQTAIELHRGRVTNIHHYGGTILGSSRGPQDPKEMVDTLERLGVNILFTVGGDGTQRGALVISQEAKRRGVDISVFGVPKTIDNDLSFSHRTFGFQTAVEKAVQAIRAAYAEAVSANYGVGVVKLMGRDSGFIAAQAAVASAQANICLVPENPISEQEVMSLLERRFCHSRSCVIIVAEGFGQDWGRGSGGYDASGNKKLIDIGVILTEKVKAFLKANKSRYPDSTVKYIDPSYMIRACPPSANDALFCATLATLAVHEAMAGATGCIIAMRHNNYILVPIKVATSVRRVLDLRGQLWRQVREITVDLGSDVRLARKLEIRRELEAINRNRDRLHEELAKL
#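 1.25 nM PFK with 0.5 mM F6P and 0.1 mM ATP in 0.1 M TEA pH 8.0, 5 mM MgCl2, incubated 45 min at room temperature; ADP measured by ADP-Glo luminescence; compounds titrated up to 57 uM.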
# ELG1 repair inh – inhibitors of ELG1-dependent DNA repair in HEK293T cells; hit rate 2.3% among 330,000; HEK293T ELG1-luciferase reporter, luminescence, 16 h; DNA damage induced by 5-fluorouridine; Potency, µM (series often up to 46.1 µM), for the others: at the highest dose activity change, negative = inhibition, actives largely listed as inhibitors; AID 504467; further: potency means the concentration at half of the fitted maximal effect; on the % scale 0 is the no-effect control and ±100 the full control effect; nearly all actives have a fitted effect of over 55% in size
#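 DMSO vehicle served as the neutral condition. Each well held 2,000 cells given 5-fluorouridine plus compound; after 16 hr at 37 °C/5% CO2, ONE-Glo was added and luciferase measured 30 min later.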
# B2AR arrestin – agonists driving beta-arrestin recruitment to human beta2-adrenergic receptor; P07550; beta-arrestin recruitment to beta2AR, cell-based reporter; Potency, µM (series often up to 46.1 µM), without a hit: top-dose activation, actives largely listed as activators; hit rate 0.02% among 330,000; AID 492947;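 further: potency means the concentration at half of the fitted maximal effect; 0% = DMSO controls and full agonism = EC100 isoproterenol or metaproterenol; nearly all actives have a fitted effect of over 65% in size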
# uPA surface inh – inhibitors of cell surface uPA generation; cell surface uPA generation assay, qHTS; Potency, µM (highest dose often 38.3 µM), inactives show at the top dose activity change, negative = inhibition, actives largely listed as inhibitors; hit rate 0.31% among 330,000; AID 540303; active means well fitted inhibition curve with a large enough effect; inconclusive means small, poorly fitted or top-dose-only effect; inactive means no such curve, though single readings can be large or run the other way; tested in mouse RAW 264.7 cells; further: potency means the concentration at half of the fitted maximal effect; on the % scale 0 is the no-effect control and ±100 the full control effect; nearly all actives have a fitted effect of over 55% in size
# Chronic BCR inh – chronic active BCR signaling inhibition. ABC-DLBCL IkBa-CBG/CBR reporter, luminescence ratio, 4 h. Potency, µM (series often up to 46.1 µM), inactives show top-dose ratio change, negative = lower green/red ratio, usual class: inhibitors. hit rate 0.05% among 340,000. AID 493014; active means well fitted inhibition curve with a large enough effect in the signal ratio, with a control signal flat, not every such curve was filed as active; inconclusive means small, poorly fitted or top-dose-only effect, or effect the other way, or a change in a side signal; the % refers to the signal ratio;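 further: potency means the concentration at half of the fitted maximal effect; plate controls were basal doxycycline-induced cells for no effect and cells given 10 µM MG132 for full effect; MG132 reads +100%, hits lower the ratio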
#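 Compounds up to 46 uM were incubated four hours with TMD8 cells whose green CBG68 luciferase is fused to IkappaBalpha; red CBR luminescence normalised the signal, and concentration-effect curves were fitted to fusion, red and ratio data.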
# Mito fusion act – mitochondrial division inhibition or fusion activation. Potency, µM (series often up to 46.1 µM), for the others: top-dose growth rescue (activation), hits mostly activators. hit rate 0.23% among 320,000. S. cerevisiae fusion-defective mutant growth rescue, CellTiterGlo 48 h;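 further: potency means the concentration at half of the fitted maximal effect; % of control where 0% means no effect; nearly all actives have a fitted effect of over 45% in size; temperature-sensitive fusion mutants such as fzo1-1 at 37 °C on non-fermentable ethanol glycerol medium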
#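 Luminescent cell viability in 1536-well qHTS format served as the measure of rescued growth in ts fusion-mutant S. cerevisiae cultured on non-fermentable YPEG for 48 hours at 37C.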
# * marks the source's active call; other numbers are inactive results; ? = inconclusive; / = not tested or not shown; [ ] = another dose, or the depositor's remark. Unless noted, the call rests on the fitted dose curve; in most records, active means well fitted curve in the direction sought with a large enough effect; inconclusive means small, poorly fitted or top-dose-only effect, or another doubt; inactive means no such curve, though single readings can be large; an effect the other way counts as inactive or inconclusive.
structure	USP2a block	TSHR antagonist	PTAP TSG101 blk	Eya2 inh	TCR activator	Tb PFK block	ELG1 repair inh	B2AR arrestin	uPA surface inh	Chronic BCR inh	Mito fusion act
CCOC(=O)C1=C(COC(=O)COc2ccc(Br)cc2)NC(=O)NC1C (configuration not stated)	-2%	/	-3%	-4%	0%	-27%	-3%	-0.2%	4%	?	7%
Oc1ccc(-c2nc3ncccn3c2Nc2ccc3c(c2)OCO3)cc1	1%	-1	-3%	21%	6%	-3%	1%	0.1%	-1%	0%	-1%
Cc1[nH]n(-c2ccccc2)c(=O)c1N=Nc1cccc([N+](=O)[O-])c1	0%	14	-5%	-9%	-2%	-1%	9%	0.5%	-1%	5%	1%
COc1ccc2[nH]cc(CCNC(=O)c3ccc4ccccc4n3)c2c1	0%	-8	-2%	-2%	/	3%	?	-0.2%	3%	-15%	1%
CCOC(=O)C(NCc1ccccc1OC)(NC(=O)CC)C(F)(F)F (configuration not stated)	1%	-2	-6%	-24%	3%	3%	?	-0.5%	4%	-21%	-3%
COc1cc(C(=O)NC(=S)Nc2ccccc2N2CCCC2)cc(OC)c1OC	-8%	28	-10%	-15%	-1%	-3%	2.6µM*	3.0%	6%	?	-8%
O=C(NCc1ccccc1)c1ccc(Cl)nc1	-1%	19	-2%	-14%	1%	-8%	-6%	-1.3%	1%	?	0%
CCc1ccc2c(c1)c(N=NC1=NC(=O)CS1)c(O)n2C	-5%	12	-3%	-14%	5%	0%	-15%	0.0%	2%	4%	0%
CCOC(=O)N1CCN(C(=O)COC(=O)CSc2cc(C)c(Br)cc2C)CC1	-2%	-6	-9%	-18%	0%	-8%	6%	-0.1%	1%	0%	0%
CC(C)c1ccc(NC(=O)N2CCC(c3nc4ccccc4o3)CC2)cc1	2%	-5	-3%	-5%	/	0%	-19%	-1.9%	-21%	0%	7%
c1ccc(SCc2nc3ccccc3s2)nc1	2%	6	-3%	?	-2%	-9%	?	0.1%	-6%	?	-8%
CN(C)S(=O)(=O)N1CCC(c2ccc(F)cc2)C(COc2ccc3c(c2)OCO3)C1 (configuration not stated)	-9%	-7	-1%	0%	-1%	4%	16µM*	-0.5%	-1%	3%	10%
CC(=O)N(NC(=O)c1ccc(C)cc1)C1CC(=O)N(c2ccccc2Cl)C1=O (configuration not stated)	3%	3	-7%	1%	-9%[46.1 µM]	-8%	4%	-0.2%	6%	2%	-1%
Cc1ccc(C(=O)N2CCCCC2C(=O)O)cc1S(=O)(=O)N1CCCCC1 (configuration not stated)	0%	12	-1%	6%	-5%	21%	5%	-0.7%	-3%	0%	/
O=C(Nc1ccc(S(=O)(=O)Nc2ncccn2)cc1)c1cccc(S(=O)(=O)N2CCCC2)c1	0%	-3	-5%	6%	-1%	1%	-1%	0.0%	0%	-5%	0%
CCN(C(=O)COC(=O)c1cccc(C)c1[N+](=O)[O-])c1c(N)n(Cc2ccccc2)c(=O)[nH]c1=O	0%	-1	-4%	8%	-10%	0%	22%	-0.4%	2%	7%	-2%
COc1ccc(/C=C2\SC(=O)N(CCNC(=O)CN3C(=O)NC4(CCCC4)C3=O)C2=O)cc1	-1%	-6	-3%	-9%	0%	0%	?	-0.2%	-9%	0%	-6%
CCOC(=O)C1=C(COC(=O)COc2ccccc2C#N)NC(=O)NC1C (configuration not stated)	1%	-4	-2%	16%	-20%	3%	?	0.5%	3%	-4%	-5%
COc1ccccc1-c1nnc(SCC(=O)Nc2cccnc2Cl)n1C	3%	/	-9%	3%	/	0%	-2%	-0.8%	10%	-11%	/
CCSc1nnc(NC(=O)c2cccnc2)s1	2%	-2	/	12%	/	-1%	?	-0.2%	-1%	?	14%
Cc1ccc(S(=O)(=O)N2[C@@H](c3ccc(Br)cc3)C(C(=O)O)=C[C@H]2CC2CCCC2)cc1	-2%	-5	-5%	-10%	8%	-1%	10%	0.0%	-8%	?	/
CN(c1ccccc1)S(=O)(=O)c1cccc(C(=O)OCC(=O)NCc2ccco2)c1	-11%	-1	-1%	-3%	5%	-4%	11%	2.9%	-6%	?	5%
CCc1nnc(NC(=O)CCC(=O)NC2CCCCCC2)s1	3%	13	0%	6%	7%	-2%	?	0.4%	2%	-3%	4%
CCOc1ccc(OCC)c(NC(=O)C2CCN(S(=O)(=O)c3cnc[nH]3)CC2)c1	1%	-4	-1%	6%	6%	-7%	0%	0.2%	4%	?	3%
Cc1onc(-c2ccccc2)c1C(=O)NCc1ccc2c(c1)OCO2	3%	-36	-2%	29%	-4%	6%	/	0.2%	1%	-2%	?
CC1CCCC(NC(=O)CN(C)CC(=O)Nc2ccc(F)cc2)C1C (configuration not stated)	1%	-10	-1%	-17%	5%	-1%	-3%	0.1%	1%	?	-7%
COC(=O)c1ccc(Cl)c(NC(=O)c2ccc(-c3ccccc3)cc2)c1	4%	-33	/	-7%	/	1%	19%	0.9%	/	-23%	0%
Cc1ccccc1NC(=O)COC(=O)[C@@H]1CCCN1C(=O)c1cccs1	0%	20	-1%	4%	-3%	-2%	2%	-1.0%	5%	1%	/
C/C(=N/NC(=O)c1ccccn1)c1ccco1	1%	1	-8%	0%	3%	-19%	?	-0.4%	?	?	-1%
CCOC(=O)c1c(C)n(-c2ccccc2)c2ccc(OCCN(C)C)cc12	-4%	7	0%	7%	4%	0%	2%	0.1%	-9%	?	2%
CCCC1c2ccsc2CCN1C(=S)NC (configuration not stated)	0%	-3	5%	-14%	-3%	-3%	-5%	0.3%	-8%	?	0%
O=C(CSc1ccc(F)cc1)NNC(=O)c1ccccc1Br	0%	7	0%	1%	-3%	-18%	1%	-0.8%	-1%	?	8%
O=C(Cc1ccc(Cl)cc1)Nc1ccc(C(=O)N2CCOCC2)cc1	0%	-10	-9%	-6%	0%	-25%	-18%	-0.1%	-23%	-5%	-5%
NC(=O)C1CCN(C(=O)COc2ccc(S(=O)(=O)NCc3ccccc3)cc2Cl)CC1	3%	-2	2%	-8%	2%[46.1 µM]	-6%	2%	0.5%	3%	-1%	-5%
O=c1sc2ccccc2n1CCCOc1ccccc1	0%	-11	0%	-5%	-8%	1%	?	-0.5%	2%	?	3%
CCCNS(=O)(=O)c1ccc(OCC(=O)N2CCc3ccccc3C2)c(C)c1	-1%	29	0%	-16%	-5%	-6%	-10%	-1.0%	4%	2%	4%
O=C(NCC(c1cccnc1)N1CCN(c2ccc(F)cc2)CC1)c1ccco1 (configuration not stated)	0%	-2	-2%	-10%	8%	4%	-8%	-1.0%	5%	11%	-7%
CCN(Cc1ccccc1)C(=O)c1cccc(S(=O)(=O)N2CCN(c3ccccc3)CC2)c1	-1%	-2	-3%	-2%	2%	9%	?	-0.4%	-4%	0%	?
O=C(O)COc1ccc(-c2nc(-c3ccccc3)c(-c3ccccc3)[nH]2)cc1	0%	-3	1%	-12%	-3%	1%	-2%	-0.3%	3%	?	-5%
CC(C)(C)NC(=S)NNC(=O)c1cccc(Br)c1	-1%	5	-5%	-4%	2%	-4%	2%	6.3µM*	-5%	?	-5%
NC(=O)c1ccc(NC(=O)c2cccc3c2OCCCO3)cc1	1%	-2	0%	19%	2%	2%	0%	-1.0%	3%	-1%	2%
Cc1cc(NC(=O)CCC(=O)N(c2ccccc2)C(C(=O)NC2CCCCC2)c2cccs2)no1 (configuration not stated)	-1%	0	0%	1%	1%[46.1 µM]	-1%	-2%	0.1%	-6%	-4%	-2%
O=C(Cn1cnc2ccccc2c1=O)NC1CCCc2ccccc21 (configuration not stated)	1%	9	-6%	-8%	3%	-10%	-3%	0.1%	1%	16%	-2%
COc1ccc(S(=O)(=O)N2CCN(C(=O)c3cccs3)CC2)cc1	7%	11	-3%	13%	1%	0%	?	0.1%	-7%	8%	-2%
O=C(N/N=C/c1ccccc1OC(F)F)C1=COCCO1	2%	4	0%	17%	-2%	-7%	?	0.0%	2%	-9%	0%

# Screening results: PubChem BioAssay, National Center for Advancing Translational Sciences (NCATS)
